RGS8-Gao reg = modulates binding of RGS8 to human Galphao. P09471. multiplexed bead flow cytometry; actives lie on both sides. response (percent of control binding), % at 10 µM. 0.34% of 220,000 active. AID 1423; in the data active = response below about 60% or above about 140%; inactive = in between;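 note: Galphao activated as the GDP aluminium fluoride complex binding bead-coupled RGS8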
Target sequence (P09471 whole entry, looked up): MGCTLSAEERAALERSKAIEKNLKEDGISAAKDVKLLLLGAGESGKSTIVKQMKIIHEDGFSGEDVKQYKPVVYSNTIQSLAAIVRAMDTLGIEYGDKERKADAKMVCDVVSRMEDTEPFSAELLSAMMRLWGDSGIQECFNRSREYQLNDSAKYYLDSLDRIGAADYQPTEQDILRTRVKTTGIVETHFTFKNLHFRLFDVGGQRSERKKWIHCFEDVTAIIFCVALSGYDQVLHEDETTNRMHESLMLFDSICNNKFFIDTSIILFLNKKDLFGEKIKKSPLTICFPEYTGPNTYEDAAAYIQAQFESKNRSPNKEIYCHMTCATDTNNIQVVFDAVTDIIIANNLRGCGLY
Bcl-B Bim block = human Bim-Bcl-B interaction inhibition; 0.073% of 190,000 active; AID 951; inhibition, % at 10 µM; Q9HD36; bead-based flow cytometry, Bim peptide-Bcl-B binding;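 note: 0% = tracer peptide without compound and 100% = reference inhibitor peptide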
Mcl-1 Bim block = disrupts Bim peptide binding to human Mcl-1. Bead-based flow cytometry, Bim peptide-Mcl-1 binding. inhibition, % at 10 µM. 0.1% of 190,000 active;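 note: 0% = no compound tracer wells and 100% = peptide blocker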
ABCB1 block = inhibitors of human ABCB1 transporter, ABCG2 counter-screen; CCRF-Adr cells, JC-1 efflux, flow cytometry; inhibition, % at 6.6 µM; 0.067% of 190,000 active; AID 1326; in the data active = inhibition above about 40%;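 note: 0% = vehicle and 100% = reference inhibitor; higher value means more JC-1 retained so stronger ABCB1 efflux block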
Bcl-2 Bim block = disrupts Bim peptide binding to human Bcl-2 | P10415 | Bead-based flow cytometry, Bim peptide-Bcl-2 binding | inhibition, % at 10 µM | 0.06% of 190,000 active | AID 950; in the data active = inhibition above about 40%; inconclusive = no clear call, values can overlap the other calls;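 note: 0% = no compound wells with probe peptide and 100% = reference peptide inhibitor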
Target sequence (P10415 whole entry, looked up): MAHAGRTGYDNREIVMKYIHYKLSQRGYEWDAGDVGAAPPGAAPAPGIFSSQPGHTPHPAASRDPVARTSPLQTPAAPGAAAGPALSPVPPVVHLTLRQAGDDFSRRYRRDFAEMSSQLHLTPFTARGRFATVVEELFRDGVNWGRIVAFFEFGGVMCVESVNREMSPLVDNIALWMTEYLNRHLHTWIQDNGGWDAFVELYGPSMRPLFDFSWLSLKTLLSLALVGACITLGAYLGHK
Bim-Bfl-1 = disrupts Bim binding to human Bfl-1. Bead-based flow cytometry, Bim-Bfl-1 binding inhibition. inhibition, % at 10 µM. Q16548. 0.12% of 190,000 active;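 note: 0% = wells without compound plus tracer and 100% = blocker peptide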
Bim-Bcl-W = inhibitors of Bim-Bcl-W interaction, human. 0.02% of 190,000 active. inhibition, % at 10 µM. bead-based flow cytometry, Bim peptide-Bcl-W binding. Q92843;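 note: 0% = bound tracer without compound and 100% = peptide blocker; higher means less fluorescent Bim peptide bound to Bcl-W beads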
Target sequence (Q92843 whole entry, looked up): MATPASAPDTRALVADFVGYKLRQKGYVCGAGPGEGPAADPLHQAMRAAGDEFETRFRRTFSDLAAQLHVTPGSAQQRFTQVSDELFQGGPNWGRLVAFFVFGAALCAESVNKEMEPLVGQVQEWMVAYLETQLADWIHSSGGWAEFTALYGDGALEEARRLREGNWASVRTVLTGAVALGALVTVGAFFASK
ABCG2 inh = human ABCG2 inhibition, ABCB1 as counter-screen; Q9UNQ0; IgMXP3 cells, JC-1 efflux, flow cytometry; inhibition, % at 6.6 µM; 0.1% of 190,000 active; AID 1325;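 active = inhibition above 80%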;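 note: 0% = DMSO and 100% = nicardipine control wells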
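System: two drug-resistant human cell lines, ABCG2 and ABCB1; controls: nicardipine high and DMSO low controls; times: 10 min exposure at 25 °C with rotation, no wash; detection: flow cytometry of retained JC-1 fluorescence; read-out basis: percent efflux inhibition, scaled nicardipine 100% to DMSO 0%; doses: one concentration, 6.6 µM final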
RGS7-Gao = regulators of human RGS7-Galphao interaction; Multiplexed bead flow cytometry, RGS7-Galphao binding; actives lie on both sides; binding response (% of control), % at 10 µM; 0.35% of 220,000 active; AID 1439; in the data active = binding response below about 49% or above about 150%; inconclusive = no clear call, values can overlap the other calls; inactive = in between;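 note: fluorescent Galphao held in activated GDP-AlF4 state binding bead-coupled RGS7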
Bcl-XL Bim block = disrupts Bim peptide binding to human Bcl-XL. bead flow cytometry, fluorescence. inhibition, % at 10 µM. 0.04% of 190,000 active
Target sequence (Q07817 whole entry, looked up): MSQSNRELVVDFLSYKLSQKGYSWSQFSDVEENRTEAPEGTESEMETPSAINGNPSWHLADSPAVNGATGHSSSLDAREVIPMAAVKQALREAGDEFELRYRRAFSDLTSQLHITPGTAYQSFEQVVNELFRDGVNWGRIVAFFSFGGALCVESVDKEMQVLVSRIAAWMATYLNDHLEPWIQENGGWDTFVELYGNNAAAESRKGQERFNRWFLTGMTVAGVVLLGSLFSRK
RGS4-Gao reg = modulates binding of RGS4 to human Galphao; P09471; Multiplexed bead flow cytometry; actives lie on both sides; binding response (% of control), % at 10 µM; 0.33% of 220,000 active; AID 1415; in the data active = binding response below about 49% or above about 150%; inactive = in between;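 note: fluorescent Galphao activated with aluminum fluoride binding bead-coupled RGS4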
The depositor's hits bear a star; u = inconclusive; x = no result given; [ ] = dose if it differs, or a comment. Cut-off read from the data, not from the text of the source, unless noted: active = inhibition above about 40%.

Start of the listing, in advance, 4 compounds:
SMILES	RGS8-Gao reg	Bcl-B Bim block	Mcl-1 Bim block	ABCB1 block	Bcl-2 Bim block	Bim-Bfl-1	Bim-Bcl-W	ABCG2 inh	RGS7-Gao	Bcl-XL Bim block	RGS4-Gao reg
CC(=O)Nc1ccc(NS(=O)(=O)c2cc(C)sc2C)cc1	112	-6	-2	-0.2	-6	-8	-1	-2	110	-5	110
CCOC(=O)N1CCN(c2nc(C)c3c(n2)CC(C)CC3=O)CC1 (stereo not drawn)	111	0	-2	0.7	5	5	6	5	98	0	93
CCn1c(SCC(=O)c2ccc3c(c2)OCCO3)nnc1-c1ccco1	94	-6	0	0.5	-5	-7	0	3	103	-3	95
O=C(COC(=O)c1ccc2c(c1)OCO2)NCc1ccc2c(c1)OCO2	103	-4	0	0.6	-6	-6	3	3	113	-1	124

The list itself, repeating the preview:
SMILES	RGS8-Gao reg	Bcl-B Bim block	Mcl-1 Bim block	ABCB1 block	Bcl-2 Bim block	Bim-Bfl-1	Bim-Bcl-W	ABCG2 inh	RGS7-Gao	Bcl-XL Bim block	RGS4-Gao reg
CC(=O)Nc1ccc(NS(=O)(=O)c2cc(C)sc2C)cc1	112	-6	-2	-0.2	-6	-8	-1	-2	110	-5	110
CCOC(=O)N1CCN(c2nc(C)c3c(n2)CC(C)CC3=O)CC1 (stereo not drawn)	111	0	-2	0.7	5	5	6	5	98	0	93
CCn1c(SCC(=O)c2ccc3c(c2)OCCO3)nnc1-c1ccco1	94	-6	0	0.5	-5	-7	0	3	103	-3	95
O=C(COC(=O)c1ccc2c(c1)OCO2)NCc1ccc2c(c1)OCO2	103	-4	0	0.6	-6	-6	3	3	113	-1	124
CCOC(=O)Cc1cc(=O)n2[nH]c(-c3ccc(C)cc3)cc2n1	103	-5	0	0.3	-10	-10	-1	2	96	-12	91
Cc1nn(C)c(Cl)c1/C=C/C(=O)O	102	-6	-4	1.4	-5	-9	-4	11	u	-6	102
CCN1CCN(C2=C(Cl)C(=O)N(Cc3ccccc3)C2=O)CC1	100	-13	-14	0.4	-60	-11	-11	1	96	-41	98
CCOC(=O)N1CCN(C(=O)c2cc3c(=O)[nH]c4ccccc4c3s2)CC1	98	-8	0	1.0	-7	-18	-3	40	98	-6	100
CCn1c([N+](=O)[O-])nc2c1c(=O)[nH]c(=O)n2C	100	-8	0	-0.3	0	-6	-2	0	u	-3	101
COc1ccc(CN2CNc3c(c(=O)n(C)c(=O)n3C)C2)cc1	99	-2	-4	0.1	-3	-2	0	1	100	-4	100
O=C(c1cc2c(=O)n3ccccc3nc2s1)N1CCN(Cc2ccc3c(c2)OCO3)CC1	102	-9	-2	0.7	0	-6	-3	3	102	-3	101
O=S(=O)(c1ccccc1)c1nc(-c2ccco2)oc1NCc1ccco1	85	-13	-4	1.0	-11	-13	-5	3	83	-18	84
Cc1ccc(N2C(=O)C3C(C(=O)c4ccccc4)=NN(c4ccccc4)C3C2=O)cc1 (stereo not drawn)	123	2	14	0.3	12	6	9	5	101	18	105
C#CCOC(=O)c1csc2nnsc12	88	x	x	0.3	u	x	x	1	95	x	86
Nn1c(SC/C=C/c2ccccc2)nnc1-c1ccccn1	91	6	8	0.0	6	12	9	0	93	10	95
O=C(CN1CCCC1)Nc1ccc(Br)cc1	100	-6	-3	0.5	-3	-7	-1	0	u	-3	101
Cc1cc(C)nc(NC(C)(C)C(=O)O)n1	98	-5	-1	1.1	-6	-4	0	1	98	-4	98
O=C(O)CCCC(=O)N1CCCC1	102	-3	-2	0.6	-4	-4	-2	2	103	-3	99
FC(F)(F)c1cnc(Oc2ccccc2-c2nnco2)c(Cl)c1	100	0	-3	0.5	-2	0	1	1	97	-3	99
C=C(C)CN(CC)C(=O)COc1ccc(S(=O)(=O)Nc2ccc(OC)cc2)cc1	105	-4	-5	-0.3	-3	-2	-6	0	103	-4	106
COc1ccccc1NC(=O)COc1cccc(-n2cnnn2)c1	103	-8	-5	1.8	-8	-15	-2	37	103	-7	103
COc1cc(NC(=O)c2cccs2)c(C(=O)OCC(=O)NCc2ccccc2)cc1OC	82	6	-1	0.1	6	4	2	0	83	3	81
Cc1ccc(C(=O)N/C(=C\c2ccc(Br)cc2)c2nc(=S)[nH][nH]2)cc1	102	-13	0	-0.6	0	2	-3	-2	99	-2	98
Cc1nc2ccc(S(=O)(=O)Nc3cccc(-c4nc5cccnc5s4)c3)cc2s1	96	-1	0	1.7	2	2	2	4	101	0	103
COc1ccc(Cc2c(O)nc(SCC(=O)NC(C)(C)C)[nH]c2=O)cc1	96	-3	0	-0.2	-2	-5	0	0	88	-1	91
CCS(=O)(=O)NCCCc1ccccc1	100	-4	0	0.0	-1	-1	-4	0	99	-1	100
C=C(c1ccc(O)cc1)c1ccc(O)cc1	99	0	2	0.5	1	7	0	5	100	0	100
C=C(C)CNC(=S)NNC(=O)CCn1c2ccccc2c2ccccc21	103	-19	0	-0.1	3	7	1	-6	105	0	105
CCC(C)NC(=O)C1c2ccccc2C(=O)N1Cc1ccc(OC)cc1OC (stereo not drawn)	147*[activator]	-2	-3	1.3	-1	-1	-1	2	127	-7	138
Cn1cc(S(=O)(=O)N2CCC(Cc3ccccc3)CC2)c(=O)n(C)c1=O	102	-3	2	-2.9	-8	-7	0	-4	98	-1	102
Cc1cccc(N2C(=O)CC(Sc3nc(C)c4c(n3)CCCC4)C2=O)c1 (stereo not drawn)	102	-2	2	1.6	2	0	0	4	103	5	105
Cc1cc(=O)oc2cc(NC(=S)NCc3cccnc3)ccc12	100	-9	1	-0.5	-1	-2	1	0	100	-4	104
CC12CN3CCN(CC(C3)/C1=N/NC(=O)Nc1ccccc1)C2	96	-5	-3	-0.5	0	-2	-3	0	100	-1	100
CCCCCOC(=O)c1ccccc1C(=O)O	103	-2	0	0.1	-1	-1	1	1	103	0	101
Cn1c(SCC(=O)N/N=C/C=C/c2ccco2)nc2ccccc21	92	-8	-3	-1.5	6	9	-6	-1	90	-5	90
C=CCSc1nnc2n(CCc3ccccc3)c(=O)c3c4c(sc3n12)COC(C)(C)C4	100	-8	-7	32	-6	-24	-3	56	99	-10	102
CC(=O)OCC(=O)Nc1ccc(N=Nc2ccccc2)cc1	89	-8	-2	0.5	-7	-6	-3	27	79	-6	83
O=C(NCCOC(=O)C1COc2ccccc2O1)C1COc2ccccc2O1 (stereo not drawn)	104	-4	-6	0.4	-4	-4	-2	2	92	-9	101
O=C(CN1C(=O)C2CCCCN2C(=O)c2ccccc21)N1CCCc2ccccc21 (stereo not drawn)	102	-3	0	2.5	-10	-11	1	0	106	-1	101
Cc1cc(C(=O)OCc2nc3ccccc3s2)c(C)o1	101	-2	1	0.3	-5	0	-3	4	100	0	102
COc1ccc(OC)c(-c2csc(NC(=O)C3=NNC(=O)CC3)n2)c1	96	-1	-1	0.5	0	-6	0	6	u	-2	95
COc1ccccc1NC(=O)c1cnc2c(-c3ccccc3)c(C)nn2c1C	100	-2	0	1.1	-4	-7	-1	5	96	-4	100
COC(=O)C1=C(C)N=C2SC(C#N)=C(N)N2C1c1cccc(OC)c1 (stereo not drawn)	98	1	0	0.6	0	0	-2	3	100	-1	97
CCCCOc1ccc(NC(=O)[C@@H]2CCCN2C(=O)C2CCN(S(=O)(=O)c3ccc(C)cc3)CC2)cc1	102	-3	-5	4.2	-3	-2	-1	29	100	-5	100
CCOC(=O)c1ccccc1-c1cn2cc(Cl)ccc2n1	99	0	-1	0.5	2	10	12	3	u	5	99
CNc1nc(Sc2ccccc2)cc(C(F)(F)F)n1	102	-1	-3	-0.2	-4	0	-2	-1	102	-2	101
Cc1ccc(C2(c3ccc(C)cc3)CC2C(=O)Nc2ccc([N+](=O)[O-])cc2O)cc1 (stereo not drawn)	98	-3	-3	-0.5	2	7	-4	-5	95	-5	99
Cc1ccccc1NC(=O)CN1C(=S)NC(C)(C)CC1C (stereo not drawn)	108	2	-1	-0.3	1	0	0	-3	106	-1	105
CCc1cccc(C)c1NC(=O)CN(C)Cc1cccc(F)c1	103	-5	-5	1.0	-6	-2	-5	10	107	-7	106
C=CCNC(=O)/C(=C\c1ccc(OC)cc1)NC(=O)c1ccc([N+](=O)[O-])cc1	101	1	0	-0.3	-4	0	0	0	97	-1	103
CC(C)(C)n1nnnc1C(c1cccnc1)N1CCN(c2cccc(C(F)(F)F)c2)CC1 (stereo not drawn)	102	3	11	0.5	3	2	2	1	103	1	105
O=C1CC(SCCO)C(=O)N1c1ccc(Oc2ccccc2)cc1 (stereo not drawn)	90	0	1	-0.2	-2	2	1	-1	74	4	76
CCCCCOc1ccc2oc(=O)c3c(c2c1)CCCN3C(=O)CN1CCCC(C(=O)OCC)C1 (stereo not drawn)	100	-2	0	0.6	-2	-5	0	1	101	3	107
CCn1c(/C=C/Nc2ccccc2)[n+](CC)c2cc(Cl)c(Cl)cc21	103	0	3	0.1	1	0	4	3	99	4	99
CCC(=O)Nc1ccc(Cl)c(NC(=O)c2ccccc2OC)c1	91	-1	2	-0.4	0	-2	2	1	100	4	86
O=C(CCSCc1ccccc1F)NCCc1ccccc1	104	-6	-1	-0.1	-4	-9	-2	0	101	-2	101
Clc1ccc(-c2nn3c(C4COc5ccccc5O4)nnc3s2)cc1 (stereo not drawn)	92	-33	-6	-0.4	-4	18	-3	0	109	-10	89
Cc1ccc(C(=O)CCNc2ccc(F)c(Cl)c2)o1	81	1	-1	0.4	3	-2	0	27	91	-1	88
COc1ccc(C2CC(=O)N(C)c3ccccc3S2)cc1 (stereo not drawn)	102	0	0	0.9	1	-3	-1	4	97	0	98
O=C(CSc1ncnc2ccccc12)c1cccs1	102	-8	-1	0.5	-2	-6	-5	2	101	-3	102
The results go on.
SMILES	RGS8-Gao reg	Bcl-B Bim block	Mcl-1 Bim block	ABCB1 block	Bcl-2 Bim block	Bim-Bfl-1	Bim-Bcl-W	ABCG2 inh	RGS7-Gao	Bcl-XL Bim block	RGS4-Gao reg
CCOC(=O)N1CCN(C(=O)c2ccc(CSc3ccc(Cl)cc3)cc2)CC1	100	-1	-3	-1.9	-2	4	1	-5	97	-2	99
Cc1ccc2oc3nc(C)c(C(=O)O)cc3c(=O)c2c1	99	1	-2	-1.0	5	-2	-2	1	100	1	104
Cc1ccc(CC(=O)N2CCN(c3ccccn3)CC2)cc1	103	0	-3	0.3	-2	-3	1	0	100	0	103
CCCCc1nc2ccccc2n1CC(=O)NN	102	-12	-7	0.2	-10	-7	-8	2	103	-8	108
O=C(Nc1ccc2c(c1)OCCO2)c1cnc2n(c1=O)CCS2	102	-4	0	-2.3	-11	-10	0	-1	96	-1	101
Cc1ccc(C)c(NC(=O)C2(C)CC3c4ccccc4C2c2ccccc23)c1 (stereo not drawn)	92	0	0	-0.7	-1	0	0	-2	100	0	98
CCOC1(OCC)C(c2ccc(Cl)cc2)C(C#N)(C#N)C1(OCC)OCC (stereo not drawn)	102	-8	-3	0.9	-8	-11	-2	2	101	-10	103
COc1ccc(CCNC(=O)C2CCN(S(=O)(=O)c3cc(OC)ccc3OC)CC2)cc1	104	-7	-2	0.3	-6	-9	0	1	104	-1	103
